FUS yeast rescue = suppressors of FUS proteinopathy in yeast; S. cerevisiae FUS-expressing, growth rescue, OD600, 24 h; AID 1347120; hit rate 0.24% among 390,000; Potency, µM (titrated, usually from 76.6 µM), for inactives: at the highest dose growth rescue (activation), most hits filed as activators;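 also: plate controls were DMSO vehicle for no effect and reference control for full effect; nearly all actives have a fitted effect of over 55% in size; some results filed as inactive show a strong effect at the top dose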
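FUS-expressing yeast, raffinose-pregrown, induced in 2% galactose minimal medium at OD 0.005; compounds in a dilution series, 24hr at 30C. Growth restoration read as absorbance at 600 nm. CP55940 positive control, DMSO negative.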
EPAC2 antag = EPAC2 (human) antagonism; EPAC2 GEF exchange of Rap1B-BODIPY-GDP, fluorescence; Potency, µM (doses to about 114 µM), for the others: at the top dose activity, negative = inhibition, actives largely listed as inhibitors; hit rate 0.18% among 360,000; AID 720708; also: % is scaled to controls: 0 for no effect and ±100 for the full control effect; nearly all actives have a fitted effect of over 45% in size; many of its hits are not listed in these tables
EPAC1 ag = agonists of human EPAC1 | EPAC1 agonist qHTS, biochemical assay; response scale: 100% = response to 6.5 mM cAMP | Potency, µM (titrated, usually from 154 µM), inactives show at the highest dose activation, most hits filed as activators | hit rate 0.073% among 360,000; also: nearly all actives have a fitted effect of over 60% in size
Target sequence (O95398 whole entry, looked up): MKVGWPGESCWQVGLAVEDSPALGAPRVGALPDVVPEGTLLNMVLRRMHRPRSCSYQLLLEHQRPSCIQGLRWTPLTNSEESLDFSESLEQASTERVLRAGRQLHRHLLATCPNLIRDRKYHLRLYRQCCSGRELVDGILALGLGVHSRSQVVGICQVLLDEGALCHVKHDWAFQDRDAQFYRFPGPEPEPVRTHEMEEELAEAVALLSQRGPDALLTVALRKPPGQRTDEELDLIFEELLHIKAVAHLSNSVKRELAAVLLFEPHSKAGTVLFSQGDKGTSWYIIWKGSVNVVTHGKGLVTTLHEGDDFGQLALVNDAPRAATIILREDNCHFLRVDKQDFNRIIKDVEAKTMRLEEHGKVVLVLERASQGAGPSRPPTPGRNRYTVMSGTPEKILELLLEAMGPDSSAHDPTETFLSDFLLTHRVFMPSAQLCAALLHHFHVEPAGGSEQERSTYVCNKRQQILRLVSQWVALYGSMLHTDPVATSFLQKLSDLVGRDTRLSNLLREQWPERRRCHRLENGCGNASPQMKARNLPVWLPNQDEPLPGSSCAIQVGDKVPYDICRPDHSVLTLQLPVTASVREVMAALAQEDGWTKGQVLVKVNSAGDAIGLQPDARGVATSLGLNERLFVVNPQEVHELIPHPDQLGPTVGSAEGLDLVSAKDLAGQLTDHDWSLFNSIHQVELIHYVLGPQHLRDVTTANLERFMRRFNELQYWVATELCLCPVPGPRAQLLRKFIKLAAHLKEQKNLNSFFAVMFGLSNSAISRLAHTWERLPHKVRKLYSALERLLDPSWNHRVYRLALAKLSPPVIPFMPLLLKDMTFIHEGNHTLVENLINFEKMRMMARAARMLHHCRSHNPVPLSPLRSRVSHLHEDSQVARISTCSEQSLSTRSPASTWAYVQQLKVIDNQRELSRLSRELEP
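Nucleotide exchange assay: 100 nM EPAC1 with 250 nM Rap1B loaded with BODIPY-GDP and 50 uM GDP, room temperature. Fluorescence (480/540 nm) read every 5 min for 30 min; signal change normalized to 6.5 mM cAMP as full agonist.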
PTHR1 ag = PTHR1 (human) receptor agonism. hit rate 0.075% among 410,000. Potency, µM (doses to about 115 µM), without a hit: top-dose activation, actives largely listed as activators. Q03431. HEK293 GP2 PTHR1 cells, GloSensor cAMP luminescence, 1 h; also: nearly all actives have a fitted effect of over 55% in size; some results filed as inactive show a strong effect at the top dose; inactives centre near -15; many of its hits are not listed in these tables
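HEK-293-derived GP2 cells expressing PTHR1 and a GloSensor cAMP reporter, 3,000/well, plated overnight, given luciferin plus IBMX (each 0.5 mM as added) for 1 h at 37 °C, then compound for 1 h at 37 °C. Luminescence was read after 15 min at room temperature.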
TDP-43 yeast inh = TDP-43 toxicity inhibition in yeast. AID 652104. TDP-43 expressing yeast growth rescue, BacTiter-Glo, 24 h. hit rate 1.8% among 410,000. Potency, µM (highest dose often 46.1 µM), without a hit: at the highest dose growth rescue (activation), usual class: activators; also: % of control where 0% means no effect; nearly all actives have a fitted effect of over 50% in size
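Luminescence from BacTiter-Glo reports growth of TDP-43-expressing yeast after 24 hr at 30 deg C with compound. Cells were raffinose-pregrown to mid-log, then seeded in galactose medium at OD600=0.02.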
aSyn rescue = alpha-synuclein toxicity inhibition in yeast; AID 652106; Potency, µM (top dose mostly 46.1 µM), for inactives: top-dose growth rescue (activation), hits mostly activators; Yeast expressing alpha-synuclein, growth rescue, BacTiter-Glo, 24 h; hit rate 0.14% among 370,000; also: % of control where 0% means no effect; nearly all actives have a fitted effect of over 65% in size
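Readout is rescue of growth in alpha-synuclein-expressing yeast, so inhibitors of toxicity appear as activators. Growth after 24 hr at 30 deg C in galactose medium is quantified by luminescence.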
EPAC1 antagonist = EPAC1 (human) antagonism | O95398 | EPAC1 GEF assay, Rap1b-BODIPY-GDP exchange fluorescence | Potency, µM (titrated, usually from 115 µM), for inactives: at the highest dose activity change, negative = inhibition, usual class: inhibitors | hit rate 0.14% among 360,000 | AID 720709;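 also: plate controls were vehicle for no effect and positive control for full effect; nearly all actives have a fitted effect of over 50% in size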
EPAC2 ag = EPAC2 (human) agonism; Q8WZA2; EPAC2 activation, biochemical qHTS; response scale: 100% = 6.5 mM cAMP response; Potency, µM (doses to about 154 µM), for inactives: at the highest dose activation, hits mostly activators; hit rate 0.079% among 360,000; AID 720711; also: nearly all actives have a fitted effect of over 50% in size
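Fluorescence exchange assay: 100 nM EPAC2 with 250 nM RAP1B-BODIPY-GDP and 50 uM GDP; compounds tested as a concentration-titration series (qHTS). Loss of Rap1-bound BODIPY-GDP fluorescence read at 480/540 nm; data normalized to 6.5 mM cAMP.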
* marks the source's active call; other numbers are inactive results; i = inactive; ? = inconclusive; nt = not tested or not shown; [ ] = remark or other dose. Calls follow the shape of the dose curve; as a rule, active = well fitted curve in the direction sought with a large enough effect; inconclusive = small, poorly fitted or top-dose-only effect, or another doubt; inactive = no such curve, though single readings can be large; an effect the other way counts as inactive or inconclusive. Potency is read from the fitted curve at half-maximal effect. Some of the compounds tested; rates above refer to the full screens.

SMILES | FUS yeast rescue | EPAC2 antag | EPAC1 ag | PTHR1 ag | TDP-43 yeast inh | aSyn rescue | EPAC1 antagonist | EPAC2 ag
CCc1cc(=O)[nH]c(SCc2ccc(C)cc2)n1 | 13% | 15% | -6% | -2% | -4% | 17% | 9% | 3%
CN(C)c1ccc(CN(CC2CCCO2)C(=O)c2cc3ccccc3o2)cc1 (configuration not stated) | 25% | -7% | 14% | -7% | ? | 1% | -7% | 16%
CC1CCCCC1NC(=O)CN1CCC(NC(=O)c2ccc([N+](=O)[O-])cc2)CC1 (configuration not stated) | 6% | ? | -3% | -11% | -6% | -1% | 2% | -4%
Cc1cccc(C)c1NC(=O)C1(N(Cc2ccco2)C(=O)Cn2nnnc2N)CCCCC1 | nt | 8% | -9% | -13% | 14% | 3% | -19% | -6%
CC1CCc2sc(C(=O)N/N=C/c3ccc(O)cc3)cc2C1 (configuration not stated) | 31% | 9% | -9% | i | -12% | -10% | 0% | 6%
Cn1nnnc1SCC(=O)Nc1ccc(Cl)c(S(=O)(=O)N2CCOCC2)c1 | -13% | 1% | -9% | i | -18% | -2% | 6% | 10%
Cn1c(N)c(C(=O)CSc2nn(-c3ccccc3)c(=S)s2)c(=O)n(C)c1=O | -16% | 1% | 2% | -27% | -15% | 2% | -10% | 8%
NC(=S)NNc1c(F)c(F)c(F)c(F)c1F | 19% | -4% | 12% | i | -4% | -13% | 1% | -3%
CNC(=O)Nc1cc(C(F)(F)F)cc(C(F)(F)F)c1 | -19% | 2% | -8% | i | 8% | -2% | -24% | -7%
CC(C)Nc1c(N)c(=O)oc2ccccc12 | -19% | 11% | 6% | i | 20% | 1% | 12% | -10%
COc1ccc(OC)c(C(C(=O)NC2CCCCC2)N(C(=O)c2snc(C(N)=O)c2N)c2ccccc2OC)c1 (configuration not stated) | 27% | 16% | 2% | i | -24% | -2% | -23% | 3%
CC1(C)Cc2ccccc2C(N/N=C/c2cccc(F)c2)=N1 | 13% | 18% | 2% | -6%[57.5 µM] | -20% | 0% | -4% | -1%
CCCn1c(N)c(Sc2ccc(C)cc2)c(=O)n(CCC)c1=O | -4% | -10% | 7% | i | -7% | -10% | -13% | -5%
CC(C)Oc1ccccc1C(=O)NC(CO)C(=O)O (configuration not stated) | 9% | 2% | -1% | -23% | -1%[9.22 µM] | 0% | 1% | 8%
C#CCOCCOCCOCCNc1nc(N2CCN(C(=O)Cn3cc(CCO)nn3)CC2)nc(N2CCN(C(=O)[C@H]([C@@H](C)O)n3cc(CCCCN)nn3)CC2)n1 | -5% | 21% | -21% | i | 17% | 0% | -2% | -5%
Cc1nn(-c2ccccc2)c2sc(C(=O)OC3CCOC3=O)cc12 (configuration not stated) | nt | -9% | 17% | -14% | ? | 1% | -28% | 3%
CCc1ccc(OCC(=O)NC(NC(=S)Nc2ccc(Cl)cc2)C(Cl)(Cl)Cl)cc1 (configuration not stated) | nt | 2% | -13% | -31%[inhibitor] | 1% | 7% | -6% | -6%
CCC1(CC)NC(=O)N(CC(=O)NC(=O)NCc2ccccc2)C1=O | 15% | -4% | 7% | i | -10% | 10% | -8% | 10%
CCC1CCC2(CC1)NC(=O)N(CC(=O)NCc1ccccc1Cl)C2=O (configuration not stated) | 28% | 0% | 7% | -8% | -19% | 1% | -1% | -10%
CCOc1ccc(CCN2C(=S)N([C@@H](Cc3ccc(O)cc3)CN3CCC[C@@H]3CN3C(=S)NC[C@@H]3CC(C)C)C[C@@H]2Cc2ccccc2)cc1 | ? | 9% | -6% | -4% | 12% | -24% | 3% | 4%
c1cc(-c2nsc(-c3ccncc3)n2)ccn1 | -13% | 4% | -2% | i | 9% | 12% | 17% | 4%
Cc1cccc(C)c1NC(=O)CSCC(=O)O | -23% | 0%[57.1 µM] | 3% | -4%[57.5 µM] | -5% | -2% | -3% | -11%
CN(C)CCNC(=O)c1cc2c(s1)-c1ccccc1OC2 | -5% | 10% | -16% | -1% | 2% | -4% | -1% | 7%
CCC1(C)Cc2ccccc2C(=S)N1 (configuration not stated) | 3% | -3% | -10% | ? | -8%[0.397 µM] | -5% | 24% | 2%
O=C(Nc1ccc(-c2nc3ccc(NC(=O)c4cccs4)cc3[nH]2)cc1)c1cccs1 | nt | 50µM* | 11% | -41%[inhibitor] | 7% | 1% | ? | ?
CC(C)(C)S(=O)(=O)/C(C#N)=C/Nc1ccccn1 | -1% | 6% | 4% | i | -4% | 0% | 10% | -2%
CN(C(=O)c1nn(C)c2c1CSc1ccccc1-2)c1ccc(F)cc1 | 13% | -12% | -6% | -9% | 9% | 2% | 4% | -1%
COC(=O)[C@@]12CCCCN1[C@H](c1ccc(-c3ccccc3)cc1)[C@@H]1C(=O)N(C)C(=O)[C@@H]12 | -23% | 8% | -16% | -9% | -17% | 7% | -28% | 5%
CCn1cc(/C=C(\NC(=O)c2ccc(OC)cc2)C(=O)N2CCOCC2)c2ccccc21 | 20% | 0% | -5% | 38% | -11% | -3% | -10% | 2%
O=C(c1cccs1)n1nc(-c2cccnc2)nc1NCc1ccco1 | 17% | 5% | 1% | i | -6% | 2% | 2% | 5%
O=[N+]([O-])c1ccccc1NCc1ccc(Cl)cc1 | -4% | 5%[57.1 µM] | 7% | -14%[57.5 µM] | ? | -14% | 0% | 17%
COc1ccc(Nc2ncnc3sc(-c4ccccc4)cc23)cc1 | 13% | 0% | 12% | i | 7% | -3% | -4% | 4%
CCCCN1C(=S)SC(C)(C)C1/[N+]([O-])=C/c1ccc(S(=O)(=O)NC)cc1 (configuration not stated) | 14% | 5% | 10% | i | -12% | 3% | -29% | 1%
CSc1ccccc1C(=O)OCC(=O)NC1CC1 | 9% | 11% | -6% | -4% | 21% | 2% | 9% | -2%
COc1ccc2c(C)cc(SCC(=O)c3ccc4c(c3)OCO4)nc2c1 | 16% | 19% | 0% | -11%[57.5 µM] | -17% | -2% | 19% | 4%
Cc1cccc(NC(=S)NC(=O)CCc2ccccc2)c1C | -5% | -15% | 11% | -23%[57.5 µM] | -1% | -14% | -15% | 15%

Two of these compounds, reformatted.
structure: O=C(c1cccs1)n1nc(-c2cccnc2)nc1NCc1ccco1
- FUS yeast rescue = 17%
- EPAC2 antag = 5%
- EPAC1 ag = 1%
- PTHR1 ag = i
- TDP-43 yeast inh = -6%
- aSyn rescue = 2%
- EPAC1 antagonist = 2%
- EPAC2 ag = 5%
structure: O=[N+]([O-])c1ccccc1NCc1ccc(Cl)cc1
- FUS yeast rescue = -4%
- EPAC2 antag = 5%[57.1 µM]
- EPAC1 ag = 7%
- PTHR1 ag = -14%[57.5 µM]
- TDP-43 yeast inh = ?
- aSyn rescue = -14%
- EPAC1 antagonist = 0%
- EPAC2 ag = 17%

Going on with the list:
SMILES | FUS yeast rescue | EPAC2 antag | EPAC1 ag | PTHR1 ag | TDP-43 yeast inh | aSyn rescue | EPAC1 antagonist | EPAC2 ag
Cn1c(=O)[nH]c(=O)c2c1nc(Br)n2CC(O)c1ccccc1 (configuration not stated) | 5% | 4% | 8% | i | 9% | 1% | 11% | 6%
O=C(Nc1cccnc1Cl)c1cc(-c2ccco2)on1 | 40% | 0% | 10% | i | ? | 8% | 4% | -1%
CCOc1ccc(CC(=N)C2=C(O)CC(C)(C)CC2=O)cc1OCC | 19% | 5% | -7% | i | 22% | -2% | -20% | 0%
COc1ccc(C)cc1NC(=O)CN(Cc1nnc(-c2ccc(Cl)cc2)o1)C1CCCC1 | 34% | -2% | 0% | -36%[inhibitor] | 0% | -1% | -13% | 4%
COc1ccccc1N1CCN(C(=O)CCC(=O)O)CC1 | 17% | 10% | 0% | i | 0% | -2% | -8% | 11%
COc1ccc(Cc2nc3ccc(C(=O)NCC(C)(C)OC)cc3o2)cc1 | 0% | 0% | 2% | -18% | 14% | 8% | 0% | 5%
COc1ccc(/C=C2\SC(=O)N=C2N)cc1OC | -40% | 5% | 17% | -18% | 7% | 1% | -13% | 2%
O=C(C[C@@H]1C/C=C\C[C@@H](Cc2ccc(F)cc2)C(=O)OC[C@@H]2CCCN2C1=O)NCCO | -2% | 16% | -16% | -2% | 10% | -1% | 6% | 5%
Cc1noc(C)c1CN(C(=S)NC(C)C)c1ccccc1 | 23% | -3% | 7% | -4% | 0% | -8% | -2% | 1%
COc1ccccc1CNC(=O)CCNS(=O)(=O)c1ccc2[nH]c(=O)oc2c1 | 10% | 18% | -6% | -16% | -24% | -5% | 34%[activator] | 1%
O=C(CSc1n[nH]c(-c2cccnc2)n1)Nc1ccc([N+](=O)[O-])cc1 | 9% | 0% | -1% | i | 7% | 2% | 2% | -1%
Cn1nnnc1SCc1nnc(-c2ccc(Cl)cc2)o1 | 11% | -2% | 0% | -5%[57.5 µM] | 2% | 1% | 17% | -9%
COc1ccc(/C=N/NC(=O)c2[nH]nc3c2CCc2ccccc2-3)cc1OC | -3% | 15% | 4% | -60%[inhibitor] | 0% | -3% | -16% | 7%
C/C(=N\Nc1ccc(C(=O)c2c(C)cc3ccccn23)cc1[N+](=O)[O-])c1ccc(O)cc1 | -4% | 4% | 4% | -13% | -18% | -8% | 15% | 2%
Cc1ccc(F)cc1C(=O)N1CCCC1(C)C(=O)NCC(C)C (configuration not stated) | -19% | 12% | -8% | i | 17% | 7% | 16% | 6%
CCCn1nc(C(=O)OCn2nnc3ccccc3c2=O)c2ccccc2c1=O | -1% | 0% | -6% | -1% | 10% | 7% | -3% | -3%
COc1ccc(-c2c(C)nn3c(N4CCCCCC4)cc(C)nc23)cc1OC | 16% | 0% | 11% | -49%[inhibitor] | 1% | 6% | 4% | 9%
O=C(CC1C(=O)NCCN1C(=O)Nc1ccccc1)Nc1cc(Cl)cc(Cl)c1 (configuration not stated) | 19% | -5% | -4% | -25% | 4% | 0% | 14% | -4%
CN(CC(=O)Nc1ccc(Cl)cc1)C(=O)CNC(=O)c1ccc2c(c1)OCO2 | 6% | -2% | -5% | -11% | -1% | -7% | -2% | 12%
CCOc1ccc(NC(=O)CSc2nnc(C3CC3)n2C)cc1S(=O)(=O)N1CCCCC1 | 6% | 9% | -4% | -17% | 8% | -2% | -12% | 3%
COc1cc(N(C)C)c([N+](=O)[O-])cc1C(=O)NC(C)CNc1ccc([N+](=O)[O-])cc1Cl (configuration not stated) | 12% | 8% | 1% | -23% | 11% | -3% | -17% | -4%
NC1=NC(=O)/C(=C/c2cc(Br)c(O)c(Br)c2)S1 | -13% | -14% | -4% | i | 7% | 2% | -14% | 5%
O=C(Nc1cc(C(F)(F)F)ccc1N1CCOCC1)c1ccc2ccccc2n1 | 11% | 7% | -3% | -5%[57.5 µM] | 21% | 8% | 14% | -5%

Source: PubChem
